# Source: PubChem (several laboratories)
# ABHD5 PLIN5 PPI – blocks binding of human ABHD5 to perilipin-5 | AID 602281 | 360,000 compounds, 0.78% hits | inhibition, % at 4 µM | Split G. princeps luciferase complementation, luminescence, 4 h;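 active means inhibition above the mean inhibition across every tested compound plus 3 SD, cut at about 22% in these data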;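 further: 0% = DMSO only wells and the 100% control is not disclosed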
# MC4R antagonist – antagonists of human melanocortin 4 receptor (MC4R); MC4R-expressing cells, MTII-stimulated cAMP, LANCE TR-FRET; inhibition, % at 6.5 µM; 360,000 compounds, 0.48% hits; P32245;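 active means inhibition above its plate's cutoff, the mean of tested wells on that plate plus 3 SD, cut at about 29% in these data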;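 further: 0% = Melanotan II alone and 100% = Melanotan II plus saturating MCL0020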
# Target sequence (P32245 whole entry, looked up): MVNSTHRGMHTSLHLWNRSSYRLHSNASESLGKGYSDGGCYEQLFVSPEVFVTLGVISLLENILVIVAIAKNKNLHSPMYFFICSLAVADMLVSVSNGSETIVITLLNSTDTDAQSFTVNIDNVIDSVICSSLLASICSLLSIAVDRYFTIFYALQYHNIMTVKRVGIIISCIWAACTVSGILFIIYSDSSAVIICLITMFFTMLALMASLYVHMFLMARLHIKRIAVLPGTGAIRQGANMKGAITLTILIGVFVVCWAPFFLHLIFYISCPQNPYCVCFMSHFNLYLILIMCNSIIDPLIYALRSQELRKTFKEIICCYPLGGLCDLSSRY
#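 System – human MC4R-expressing U2OS cells · Also added – Melanotan II · Dosing – one concentration, 6.5 µM nominal · Timing – 30-min compound, 1-h challenge, 1-h detection, room temperature · Measured by – Eu-cAMP/anti-cAMP TR-FRET, emission 671 nm · Replicates – singlicate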
# MC4R ag barr – human MC4R agonism via beta-arrestin; P32245; U2OS MC4R beta-arrestin complementation, luminescence; percent of melanotan II response, DMSO zero; activation, % at 8.9 µM; 360,000 compounds, 0.98% hits; AID 540308;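 active means activation above a per-plate cutoff, the mean activation of sample wells on that plate plus 3 SD, cut at about 8% in these data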
# Granule exo inh – blocks lytic granule exocytosis; TALL-104 LAMP-1 surface exposure, flow cytometry; cells stimulated with thapsigargin and PMA; AID 651702; 360,000 compounds, 0.66% hits; inhibition, % at 10 µM;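 active means inhibition above about 55%, limit read from the data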
# ABCB6 inh MLPCN – blocks the human ABCB6 transporter | Q9NP58 | K562-ABCB6 porphyrin accumulation, flow cytometry, 1 h; stronger effect = lower value | fluorescence ratio to DMSO, % at 10 µM | 360,000 compounds, 0.19% hits;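 active means fluorescence ratio to DMSO below 75%, the collection mean minus 3 SD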;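 further: signal is porphyrin accumulated inside mitochondria; 100% equals median channel fluorescence of DMSO control wells; lower ratio means ABCB6 inhibition with less porphyrin fluorescence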
# N-glyco inh – blocks N-linked glycosylation in D54 reporter cells; 360,000 compounds, 0.23% hits; AID 588692; D54 ERlucT glycosylation luciferase reporter, 24 h; percent of 100 nM tunicamycin response; reporter increase, % at 12.5 µM;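 active means mean luciferase reporter signal, scaled so untreated is 0 and the glycosylation-blocking control 100, at or above a set limit in every replicate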;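 further: luciferase carries N-glycosylation sites so blocking glycosylation raises the light; 0% = median of neutral control wells and 100% = median of 100 nM tunicamycin wells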
# hiPSC survival – enhancers of human iPSC single-cell survival; 360,000 compounds, 0.044% hits; AID 602274; survival enhancement, % at 20 µM; hiPSC single-cell survival, ATPlite luminescence; 100% = ROCK inhibitor wells, 0% = DMSO; in the data active means survival enhancement above about 18%;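 further: cells exposed to compounds for 16 hours before the ATP read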
# m5-HT2A agonist – agonists of mouse serotonin 5-HT2A receptor (HTR2A); P35363; CHO-K1 mHTR2A beta-arrestin complementation, luminescence; percent of 30 µM serotonin response; activation, % at 7.6 µM; 360,000 compounds, 0.66% hits;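 active means activation above a run cutoff, the mean activation of all tested compounds plus 3 SD, cut at about 14% in these data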;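 further: 0% = plate median of compound wells and 100% = 30 µM serotonin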
# Target sequence (P35363 whole entry, looked up): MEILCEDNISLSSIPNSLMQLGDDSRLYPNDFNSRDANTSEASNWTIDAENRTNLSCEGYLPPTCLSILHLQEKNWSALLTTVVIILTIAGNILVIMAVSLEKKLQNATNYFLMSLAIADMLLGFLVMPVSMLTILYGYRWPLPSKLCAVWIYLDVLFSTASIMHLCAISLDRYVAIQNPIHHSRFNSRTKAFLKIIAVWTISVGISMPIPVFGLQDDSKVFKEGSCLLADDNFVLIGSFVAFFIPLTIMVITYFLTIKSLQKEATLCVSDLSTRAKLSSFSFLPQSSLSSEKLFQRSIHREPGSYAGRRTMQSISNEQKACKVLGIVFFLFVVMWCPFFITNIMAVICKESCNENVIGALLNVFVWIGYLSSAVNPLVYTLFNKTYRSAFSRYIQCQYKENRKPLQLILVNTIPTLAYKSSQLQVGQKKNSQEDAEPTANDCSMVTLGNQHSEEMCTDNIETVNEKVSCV
# H9c2 protect – myocardial damage modulation in H9c2 cells | H9c2 cardiomyocytes, H2O2 injury protection, ATPLite, 2 h | protection from H2O2 cell death, % at 20 µM | 360,000 compounds, 0.63% hits | AID 588492;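 active means compounds giving at least 50% protection of heart cells from peroxide-induced death in the single-dose screen, raw or plate-pattern-corrected value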;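 further: 0% = DMSO wells with peroxide and 100% = DMSO wells without peroxide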
# aDG glyco act – alpha-DG glycosylation activation; Pro5-aDG cells, alpha-DG glycosylation AlphaScreen (IIH6); 0% Pro5, 100% B10-LARGE cell signal; activation, % at 10 µM; 360,000 compounds, 0.22% hits; AID 624168;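 active means activation of at least 8% versus controls, or a plate z-score of at least 8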;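 further: Pro5 are CHO cells carrying HIG-tagged alpha-DG that lacks glycosylation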
# Active calls of the source: *; x = not tested or not shown.
# The line under a structure holds: ABHD5 PLIN5 PPI	MC4R antagonist	MC4R ag barr	Granule exo inh	ABCB6 inh MLPCN	N-glyco inh	hiPSC survival	m5-HT2A agonist	H9c2 protect	aDG glyco act
- COc1ccc(C(=O)[C@@H]2CC[C@](C)(C(=O)O)C2(C)C)cc1
 : -5	8	0.0	9	98	1	0.7	-2	5	0.2
- O=c1[nH]c(C2CCN(S(=O)(=O)c3cccc(C(F)(F)F)c3)CC2)nc2c1nnn2Cc1cccc(F)c1
 : -7	2	1.0	12	101	8	-0.5	11	-1	0.1
- COc1ccc(S(=O)(=O)Nc2cccc3c2O[C@H](CN(C)Cc2ccccc2)[C@@H](C)CN([C@H](C)CO)C3=O)cc1
 : -4	-1	-1.0	1	98	0	-0.2	7	12	-0.1
- COc1ccc2c(-c3ccc(SC)cc3)c(-c3ccc(S(C)(=O)=O)cc3)sc2c1
 : 1	-2	0.1	-13	92	-6	-0.4	1	0	-0.4
- COc1ccc(C(=O)N/C(=C\c2cn(S(=O)(=O)N(C)C)c3ccccc23)C(=O)N2CCN(C)CC2)cc1
 : 4	3	-1.8	-2	102	-1	-0.5	-11	-2	-0.1
- CC(C)c1ccc(NC(=O)C(c2ccc3c(c2)OCO3)N2CCC3(CC2)OCCO3)cc1 (stereo not drawn)
 : -12	4	-0.8	0	92	-2	-2.7	-2	-15	0.4
- Cc1ccc(N2CCN(C(=O)c3ccccc3F)CC2)c(C)c1
 : 0	10	0.0	6	93	-2	3.8	-2	-9	0.1
- CCN(CC)CCCC(C)Nc1nccc2c(Cl)cccc12 (stereo not drawn)
 : -1	7	-1.6	-2	100	-1	-2.5	-10	6	0.0
- Clc1ccc(C=Cc2ccccn2)cc1
 : -4	0	-1.1	1	102	-8	-5.2	8	-10	-0.2
- CC(=O)c1ccc(N2C(=O)[C@@H]3[C@H](C2=O)[C@H]2c4ccccc4C=NN2[C@@H]3C(C)=O)cc1
 : 0	2	-0.7	-5	100	1	-0.1	0	10	0.1
- COc1ccc(-c2nn(CCC(=O)O)cc2/C=N/NC(N)=S)cc1
 : 0	24	1.7	-2	101	1	-0.5	3	2	0.1
- Cc1cc(C)cc(N2C(=O)c3nccnc3C2=O)c1
 : 3	1	-1.2	23	101	1	1.7	1	-2	-0.3
- Cc1cccc(C)c1NCC(=O)N1CCN(Cc2ccccc2)CC1
 : 8	-1	-1.6	7	98	5	-0.5	-3	-3	-0.2
- COC(=O)c1nnn(-c2nonc2N)c1CSCCO
 : -3	1	-0.4	1	93	3	2.4	-4	-3	0.0
- Cc1ccc(S(=O)(=O)N(CC(O)CN2CCCCC2)c2cccc([N+](=O)[O-])c2)cc1 (stereo not drawn)
 : 5	-2	1.3	27	100	0	-0.4	-15	5	0.4
- CC(C)CCNC(=O)CN(C)S(=O)(=O)c1cccc2nsnc12
 : -4	14	0.2	1	99	0	-2.3	-3	4	-0.1
- O=C(CCC1CCCC1)Nc1ccc([N+](=O)[O-])cn1
 : -8	-2	-1.3	-6	99	-2	-0.9	1	1	0.0
- CCCCNC(=O)C1c2ccccc2OCC(=O)N1Cc1cccnc1 (stereo not drawn)
 : -1	x	x	-2	97	x	-0.5	1	x	0.1
- COc1cc2cc(CN(C(=O)Nc3ccccc3)C3CCCC3)c(=O)[nH]c2cc1OC
 : -26	2	0.5	-1	119	-3	8.0	1	19	0.2
- COC(=O)c1ccc2nc(-c3ccccc3)c(Cc3ccsc3)n2c1
 : 6	x	x	5	100	0	-1.8	-2	4	0.5
- CCCc1ccc(S(=O)(=O)N(C)S(=O)(=O)c2ccc(F)cc2)cc1
 : -7	-7	-0.9	70*	95	-2	0.7	-6	-12	0.2
- CCCn1nc(C(=O)NNC(=O)CCCOc2ccc(OC)cc2)c2ccccc2c1=O
 : -2	8	-2.7	2	98	2	-0.1	-8	5	0.1
- CC(=O)Nc1ccc(S(=O)(=O)NCC2CCC(C(=O)NCCCN3CCCC3=O)CC2)cc1 (stereo not drawn)
 : -6	-5	-1.3	-3	95	1	-0.3	6	16	-0.1
- CCCNC(=O)C1(C)CCN(C(=O)/C=C/c2ccccc2)C1 (stereo not drawn)
 : -7	10	-0.9	4	98	2	-2.2	0	0	-0.4
- C/C(=N\NC(=O)c1c(Cl)c(C)nn1C)c1cccc(NC(=O)C2CCCC2)c1
 : 10	7	-5.2	1	93	-2	0.9	-1	3	0.4
- CCNC(=S)NN=C1CCC(C(C)(C)C)CC1 (stereo not drawn)
 : 0	6	1.5	-2	94	-1	-4.2	7	-4	2.1
- CC(=O)Nc1ccccc1OC(C)C(=O)NC(C)c1ccc(F)cc1 (stereo not drawn)
 : 6	8	-0.3	0	95	-1	0.4	0	11	-0.1
- C[C@@H](C(=O)Nc1nccs1)N1C(=O)C2CC=CCC2C1=O (stereo partly drawn)
 : 4	1	-1.8	-1	98	0	-2.0	5	7	0.0
- COc1ccc(CCN(C)C2CCCN(S(C)(=O)=O)C2)cc1OC (stereo not drawn)
 : 5	9	0.7	-2	98	0	0.5	3	2	-0.1
- Cc1cccn2c(CN[C@@H]3CCCC[C@H]3c3ccccc3)c(C(=O)N3CCOCC3)nc12
 : -2	7	1.0	0	98	5	1.1	1	4	-0.2
- FC(F)(F)c1cccc(-c2ccn3ncnc3n2)c1
 : 1	12	-2.3	2	101	1	1.1	-1	-2	0.2
- O=C(c1cccc(-n2cccc2)c1)N1CCN(S(=O)(=O)c2ccc(F)cc2)CC1
 : -5	-6	1.8	-10	106	-2	-0.3	0	3	0.2
- Clc1cccc(-c2nc3ccc(Cl)cn3c2Cc2ccccc2)c1
 : 0	x	x	-3	96	-2	1.9	6	-5	0.2
- Cc1cc(COc2ccccc2)oc1C(=O)O
 : 3	11	-1.5	-1	98	-11	0.2	0	2	0.1
- COC(=O)C1=C(C)N=C2SC(C#N)=C(N)N2C1c1ccc(OC)cc1 (stereo not drawn)
 : 2	8	-1.2	-5	109	4	-1.7	4	28	-0.2
- CC(=O)c1ccccc1OCCn1nc(C(=O)O)c2ccccc2c1=O
 : -10	1	1.5	-10	93	1	-0.3	-1	27	0.3
- Fc1ccc(NC(=S)N2CCN(c3cccc(C(F)(F)F)c3)CC2)cc1
 : -6	17	4.0	-1	94	-1	-0.3	14	-11	0.3
- O=[N+]([O-])c1ncc(Br)cc1Nc1ccccc1
 : 9	5	-1.3	-2	99	0	-0.5	3	0	0.2
- CCCNC(=O)[C@@H]1CCCN1C(=O)[C@@H]1Cc2ccccc2CN1
 : -1	-1	-1.7	11	86	-1	-0.3	7	-1	0.1
- CC(C)[C@H](NS(=O)(=O)c1cccc(C(F)(F)F)c1)C(=O)OCC(N)=O
 : 4	6	-4.4	7	91	-1	1.3	3	8	-0.2
- COc1ccc(C(=O)CSc2nnc(CNC(=O)c3ccccc3)n2C)cc1
 : 8	-3	-1.7	-8	97	1	-0.5	-2	-6	-0.3
- COc1ccc(-c2nn(-c3ccccc3)cc2C2CC(c3cccs3)=NN2C(=O)CCC(=O)O)cc1 (stereo not drawn)
 : 1	13	-0.6	-5	93	3	-0.3	6	-1	0.1
- Cc1cc(=O)[nH]c(N/N=C/c2ccc(Br)s2)n1
 : -5	-15	-3.3	-3	99	2	-0.4	-5	5	0.0
- CCOC(=O)N1N=C(c2ccc(C)cc2)CC1(O)C(F)(F)F (stereo not drawn)
 : 0	1	-1.3	2	103	-12	-0.1	-3	-10	-0.2
- O=C(NCCCN1CCOCC1)c1ccc(Sc2ccc(Br)cc2)c([N+](=O)[O-])c1
 : 7	16	-0.9	-2	124	-1	-1.2	0	19	0.0
- COC(=O)c1ccc(CSc2ccc3nnc(-c4ccccn4)n3n2)o1
 : -4	-1	-1.6	8	94	4	1.8	4	25	4.7*
- CN(Cc1ccc(F)cc1)C(=O)c1ccc(NS(=O)(=O)c2ccccc2)cc1
 : 9	-1	-1.2	-4	102	-3	-0.6	-5	-2	0.0
- CN(CC(=O)NCc1ccc2c(c1)OCO2)S(=O)(=O)c1ccc(F)cc1
 : -7	17	-0.1	17	101	-1	0.4	2	-6	-0.1
- OC(COc1ccc(OCc2ccccc2)cc1)CN1CCCCC1 (stereo not drawn)
 : 2	3	0.7	-4	92	-5	2.3	-6	2	0.1
- NC(N)=N/N=C/c1ccc2cccc(OCc3ccccc3)c2n1
 : -2	10	-2.2	0	96	29*	-0.4	0	-12	0.3

# Next entries
# The line under a structure holds: ABHD5 PLIN5 PPI	MC4R antagonist	MC4R ag barr	Granule exo inh	ABCB6 inh MLPCN	N-glyco inh	hiPSC survival	m5-HT2A agonist	H9c2 protect	aDG glyco act
- C/C(CCc1ccccc1)=N\NC(=S)NCCc1ccccc1
 : -11	-6	-0.9	91*	94	0	0.3	-1	-10	1.0
- CC(=O)N/C(=C/c1ccc2c(c1)OCO2)C(=O)NCc1ccccc1
 : -9	2	-1.9	4	92	2	0.4	-2	1	2.4
- CC(OC(=O)Nc1cccc(Cl)c1)C(=O)OC1CCCCC1 (stereo not drawn)
 : 8	-2	-1.9	-4	102	2	-2.0	-5	0	-0.1
- COc1cc(/C=N/n2c(-c3cc(C)[nH]n3)n[nH]c2=S)cc(OC)c1OC
 : -11	-15	-1.7	14	95	2	3.5	12	0	-0.2
- Cc1coc2c(C)c3oc(=O)c(CCC(=O)NCCCn4ccnc4)c(C)c3cc12
 : 0	1	-0.5	-1	99	-1	-0.8	-8	-3	-0.3
- CC(=O)CCc1c(C)nc2ccc(C)cc2c1Cl
 : -6	24	1.2	-4	93	-1	4.7	6	2	0.1
- Cc1ccc(NC(=O)c2ccccc2OCc2c(C)noc2C)cc1S(=O)(=O)N(C)C
 : 4	-5	-3.4	8	98	1	-0.2	-6	-8	0.0
- C=CCn1c2c(c(=O)[nH]c1=S)CN(C(C)c1ccccc1)CN2 (stereo not drawn)
 : -1	-2	-0.2	-12	96	-1	-0.7	2	-4	0.1
- COc1ccc(C(=O)O)cc1NCc1cccnc1
 : 3	-5	-1.0	-4	100	4	-0.3	14	4	-0.1
- COc1ccccc1NC(=O)CSc1nc2sc3c(c2c(=O)n1-c1ccccc1)CCN(C)C3
 : 10	-51	-2.5	16	109	-6	0.5	-5	9	-0.2
- CCOC(=O)c1ccc(NS(=O)(=O)c2ccc3[nH]c(=O)[nH]c3c2)cc1
 : -2	10	-1.4	0	96	1	3.1	-1	-8	-0.1
- CC1CN(S(=O)(=O)c2cc(C(=O)N3CCCCC3C)ccc2Cl)CC(C)O1 (stereo not drawn)
 : 0	7	-1.2	-9	94	0	-3.0	2	2	0.1
- CC(C)(C)c1ccc(-c2noc(-c3ccno3)n2)cc1
 : 8	-3	5.0	-9	96	-9	-0.2	4	-7	0.4
- COC(=O)c1cc(NC(=O)c2ccccc2F)cc(C(=O)OC)c1
 : 2	-3	-4.5	-1	100	2	4.7	1	22	0.1
- CCC(=O)N(Cc1cc2c(C)ccc(C)c2[nH]c1=O)C1CCCCC1
 : 5	3	-0.4	4	100	0	2.9	1	2	0.5
- C[n+]1cccc(C(=O)NCC2CCCO2)c1 (stereo not drawn)
 : -12	3	-0.6	8	102	4	5.8	-2	6	0.1

# Outcome played no part in choosing rows. About 4.5% of those tested had a hit in this group.
